ALDH1A1 inh – inhibitors of human aldehyde dehydrogenase 1A1. Potency, µM (top dose mostly 75.3 µM), without a hit: top-dose activity, negative = inhibition, actives largely listed as inhibitors. Purified ALDH1A1, NADH fluorescence, propionaldehyde substrate. P00352. AID 1030. 7.3% of 220,000 active; active = well fitted inhibition curve with a large enough effect, not every such curve was filed as active; inconclusive = small, poorly fitted or top-dose-only effect, or another doubt; inactive = no such curve, though single readings can be large or run the other way;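 note: plate controls were no enzyme wells and a reference inhibitor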
Target sequence (P00352 whole entry, looked up): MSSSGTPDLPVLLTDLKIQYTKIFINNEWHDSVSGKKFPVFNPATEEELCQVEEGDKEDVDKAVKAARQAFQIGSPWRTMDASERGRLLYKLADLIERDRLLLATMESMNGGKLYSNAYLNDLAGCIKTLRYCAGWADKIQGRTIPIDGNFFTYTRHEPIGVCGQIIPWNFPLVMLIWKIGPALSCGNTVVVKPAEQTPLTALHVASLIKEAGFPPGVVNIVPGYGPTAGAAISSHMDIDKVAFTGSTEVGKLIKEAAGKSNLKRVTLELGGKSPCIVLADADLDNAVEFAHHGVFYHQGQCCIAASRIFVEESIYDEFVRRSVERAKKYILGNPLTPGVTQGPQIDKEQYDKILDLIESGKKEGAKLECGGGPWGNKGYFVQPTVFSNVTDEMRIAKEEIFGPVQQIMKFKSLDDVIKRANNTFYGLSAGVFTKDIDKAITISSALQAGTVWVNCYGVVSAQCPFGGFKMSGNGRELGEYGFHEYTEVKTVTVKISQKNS
LMNA splice mod – LMNA splicing modulation. HeLa LMNA splicing GFP/RFP minigene ratio, 48 h. Potency, µM (top dose mostly 46.1 µM), without a hit: at the top dose ratio change, negative = inhibition, usual class: inhibitors. 0.01% of 200,000 active. AID 1487; active = well fitted inhibition curve with a large enough effect in the signal ratio, with a control signal flat, not every such curve was filed as active; inconclusive = small, poorly fitted or top-dose-only effect, or effect the other way, or a change in a side signal; the % refers to the signal ratio; note: % is set by controls: 0 for no effect and ±100 for the full control effect
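S3 HeLa stable clones carrying a lamin A-EGFP splicing minigene plus DsRed2 were seeded at 600 cells/well in Opti-MEM with 2% FBS, pin-dosed and incubated 48 h at 37°C. Acumen cytometry (488 nm) gave the GFP/RFP total-intensity ratio.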
SMN2 splice up – enhancers of SMN2 splice variant expression; HEK293 SMN2-luciferase splicing reporter, luminescence, 30-36 h; Potency, µM (doses to about 46.1 µM), for inactives: top-dose activity change, positive = activation, hits mostly activators; 2.8% of 210,000 active; AID 1458; note: % of control where 0% means no effect; nearly all actives have a fitted effect of over 55% in size
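HEK293 cells carry an SMN2 minigene-luciferase reporter in which exon 7 inclusion puts luciferase in frame. Cells were seeded at 2000 cells/well, attached for 10-12 hours, then exposed to compounds for 30-36 hours at 37C before ONE-Glo luminescence.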
KinaseGlo FLuc – Kinase-Glo luciferase inhibition (counter-screen); Q27757; Kinase-Glo luciferase, ATP luminescence, 8 min; Potency, µM (doses to about 38.3 µM), for inactives: top-dose activity change, negative = inhibition, actives largely listed as inhibitors; 0.28% of 200,000 active; AID 1379; note: % is set by controls: 0 for no effect and ±100 for the full control effect; nearly all actives have a fitted effect of over 60% in size
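Kinase-Glo luciferase light output from ATP and luciferin was measured with 10 uM ATP, within the enzyme's linear range. Buffer: 50 mM imidazole pH 7.2, 50 mM KCl, 7 mM MgCl2, 0.01% Tween 20, 0.05% BSA; luminescence read after 8 min at ambient temperature.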
KDM4E inh – blocks human JMJD2E demethylase activity; Potency, µM (series often up to 57.1 µM), for inactives: at the top dose activity change, negative = inhibition, usual class: inhibitors; JMJD2E catalytic domain, FDH-coupled NADH fluorescence (FDH is formaldehyde dehydrogenase); B2RXH2; 1.6% of 230,000 active; active = well fitted inhibition curve with a large enough effect, not every such curve was filed as active; inconclusive = small, poorly fitted or top-dose-only effect, or another doubt; inactive = no such curve, though single readings can be large or run the other way;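 note: 0% = wells with enzyme and -100% = buffer wells without enzyme; nearly all actives have a fitted effect of over 50% in size; many of its hits are not listed in these tables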
Target sequence (B2RXH2 1-337 limits assumed): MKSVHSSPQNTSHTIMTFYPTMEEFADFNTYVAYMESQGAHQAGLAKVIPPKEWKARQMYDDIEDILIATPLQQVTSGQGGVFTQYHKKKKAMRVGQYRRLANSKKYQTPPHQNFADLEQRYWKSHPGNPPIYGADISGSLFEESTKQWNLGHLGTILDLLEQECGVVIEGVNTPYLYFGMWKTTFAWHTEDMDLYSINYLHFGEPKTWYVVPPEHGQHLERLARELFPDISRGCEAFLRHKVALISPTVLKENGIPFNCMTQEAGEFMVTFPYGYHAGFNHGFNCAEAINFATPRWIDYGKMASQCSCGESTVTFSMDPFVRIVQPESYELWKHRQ
Tau ThT inhib – blocks human tau fibril formation measured by thioflavin T; P10636; recombinant tau K18 P301L, heparin-induced fibrillization, ThT fluorescence; Potency, µM (titrated, usually from 57.4 µM), for inactives: top-dose activity, negative = inhibition, usual class: inhibitors; 2.1% of 270,000 active; AID 1460; note: % is set by controls: 0 for no effect and ±100 for the full control effect; nearly all actives have a fitted effect of over 55% in size
Target sequence (P10636 561-689 P618L limits assumed): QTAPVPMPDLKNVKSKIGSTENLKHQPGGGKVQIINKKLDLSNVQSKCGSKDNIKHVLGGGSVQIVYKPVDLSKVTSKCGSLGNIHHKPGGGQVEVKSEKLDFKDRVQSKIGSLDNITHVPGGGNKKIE
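Using a mix of unlabeled (15 uM) and Alexa 594-labeled (0.24 uM) tau K18 P301L, heparin-triggered fibrillization over 6 hr at 37 C was scored by ThT fluorescence.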
RECQ1 inh – inhibitors of human RECQ1 DNA helicase. RECQ1 DNA unwinding, red fluorescence kinetic read. Potency, µM (titrated, usually from 57.3 µM), inactives show top-dose activity, negative = inhibition, actives largely listed as inhibitors. 0.54% of 240,000 active. AID 2549;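 note: plate controls were vehicle for no effect and no enzyme for full effect; nearly all actives have a fitted effect of over 30% in size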
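RECQ1T1 50 nM; forked duplex (20 bp + 30-nt ss tails) 200 nM, ATP 2 mM final; pH 8.0, 2 mM MgCl2, 2.5 ug/ml poly(dI-dC); 15 min compound preincubation; discontinuous kinetic read over 2 h at RT.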
L3MBTL1 inh – L3MBTL1 (human) inhibition | Potency, µM (series often up to 57.1 µM), without a hit: at the top dose activity, negative = inhibition, usual class: inhibitors | AlphaScreen L3MBTL1–H3K9me1 peptide binding | AID 485360 | 0.66% of 230,000 active; note: % is set by controls: 0 for no effect and ±100 for the full control effect; nearly all actives have a fitted effect of over 60% in size
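AlphaScreen proximity signal between nickel-chelate acceptor and streptavidin donor beads (final 10 ug/mL) reports binding of 50 nM L3MBTL1 to 75 nM biotin-H3 K9me1 peptide; complex incubated with compounds 30 min at room temperature; cefsulodin titration as control.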
* = called active by the depositor; i = inactive; ? = inconclusive; · = not tested or not shown; & = joins results of further samples; [ ] = another dose, or the depositor's remark. Unless noted, calls come from the whole dose curve; as a rule, active = well fitted curve in the direction sought with a large enough effect; inconclusive = small, poorly fitted or top-dose-only effect, or another doubt; inactive = no such curve, though single readings can be large; an effect the other way counts as inactive or inconclusive. Potency is the fitted concentration of half-maximal effect. Some of the compounds tested; count on the stated rates, not on these rows.

compound | Tau ThT inhib | RECQ1 inh | LMNA splice mod | L3MBTL1 inh | KDM4E inh | ALDH1A1 inh | KinaseGlo FLuc | SMN2 splice up
COc1cc(C(C)=O)ccc1OC(=O)c1cc2cccc(OC)c2oc1=O | ? | 1% | -20%[46 µM] | 1%[11.4 µM] | -28% | -12% | 5% | 9%
FC(F)(F)c1cc(-c2ccccc2)nc(N2CCCCC2)n1 | 8% | -11% | -4% | · | -25% | -6% | 5% | ·
COc1cccc(-c2nc(=S)c3c(o2)CCCC3)c1 | ? | i | · | -1%[2.29 µM] | ? | -7% | -6% | ?
CCC(C)/C(C)=N/NC(=O)C1COc2ccccc2O1 (stereo not given) | 2% | -4% | ? | 4% | 27% | 2% | -3% | -5%
Cc1cccc(CNc2ncnc3ccc(-c4ccc5c(c4)OCO5)cc23)c1 | -4% | -15% | ? | -5%&-6% | ? | ? | -7% | -86%[inhibitor]
O=C(NC1CCCCC1)C1CC=CCC1C(=O)OCC(Cl)=C(Cl)Cl (stereo not given) | -2% | i | 6% | 0% | -1% | -7% | -6% | -5%
Cc1nc(Cl)c(C#N)cc1-c1ccccc1 | 3% | 0% | 7% | 8% | -4% | 3% | -3% | -1%
Cc1cccc(NC(=S)N2CCC(c3nc4ccccc4s3)CC2)c1 | -15% | i | 7%[0.0737 µM] | -7% | -6% | -5% | -3% | 10%
O=c1ccnc2n1COCS2 | -3% | -9% | 19%[46 µM] | 0% | 5% | -3% | · | ·
O=C(NCCSc1ccccc1)c1cncc(Br)c1 | -15% | -8% | 5% | · | 1% | 25µM* | 1% | ?
COc1ccc(/C=N/Nc2cc(N(C)C)nc(N(C)C)n2)cc1 | ? | -3% | ? | -10% | -19% | 7% | 1% | -9%
O=S(=O)(c1ccccc1)N1CCC2(CCCN(c3ccccn3)C2)CC1 | · | -1% | · | · | · | ? | 1% | -18%
N#CC(CO)(Cc1ccc(OC(F)F)cc1)c1nc2ccccc2[nH]1 (stereo not given) | 6% | -2% | -19% | 4% | -5% | -4% | 2% | -13%
CCN(CC)S(=O)(=O)c1ccc(N2CCOCC2)c(NC(=O)C2COc3ccccc3O2)c1 (stereo not given) | -1% | -3% | -22%[46 µM] | · | -5% | 9% | 6% | -39%[inhibitor]
Cc1ccc(SCc2cc(=O)[nH]c(N3CCCCC3)n2)cc1 | -15% | 6% | -3% | 7% | -4% | 3% | · | ·
CC(NCc1ccc(S(N)(=O)=O)cc1)C(=O)Nc1ccc([N+](=O)[O-])cc1Cl (stereo not given) | -5% | -17% | · | 7% | -4% | 10% | -1% | -5%
CSc1ccc(/C=N/Nc2cccc(C(=O)O)c2)cc1 | ? | 32µM* | -2%[46 µM] | 5µM* | ? | -9% | -2% | 0.25µM*
CCOC(=O)c1c(C)c(C(=O)OCC)n(C)c1C | -14% | -1% | · | -2% | -3% | 6% | · | ·
CN(C)/C=C/c1onc(-c2c(F)cccc2Cl)c1C#N | -8% | -14% | -16%[46 µM] | 7% | -19% | 3.5µM* | -2% | -1%
CSc1nc2nccc(/C=C\c3ccccc3)n2n1 | -9% | -6% | ? | 8% | ? | ? | -1% | -37%[inhibitor]
CC(=O)c1ccc(NC(=O)Nc2ncn(Cc3cccc(C)c3)n2)cc1 | -1% | -1% | 3% | 6% | 3% | 6% | 3% | 25%
N=c1c[n+](-c2ccc(Cl)cc2)[n-]o1 | -6% | i | 6% | 46%[activator] | -2% | ? | -2% | -8%
C=CCc1cc(C=O)cc(OC)c1OCc1ccc(C(=O)O)cc1 | -2% | 0% | -14%[46 µM] | -6% | ? | 10µM* | -1% | 15%
CCCn1cnc2c(c1=O)c1nc3ccccc3nc1n2CCC1=CCCCC1 | -11% | -6% | -6% | 4% | -4% | -8% | 1% | -26%
O=C(NC(Cc1c[nH]c2ccccc12)C(=O)O)c1ccccc1 (stereo not given) | -6% | -9% | -6% | 1% | 5% | ? | 7% | ?
COc1ccccc1NC(=O)CCN1C(=O)c2ccccc2S1(=O)=O | 2% | i | 13%[46 µM] | -2% | 5% | -9% | -1% | 3%
CCn1c(SCC(=O)N/N=C/C=C/c2ccco2)nnc1-c1ccc(OC)cc1 | 13% | 0% | -11% | ? | -5% | -2% | 2% | -2%
CCc1cccc(NC(=O)Cc2ccc([N+](=O)[O-])cc2)c1 | 2% | -4% | 9% | 0% | 11% | -3% | 11% | -20%
Cc1ccc(N2C(=O)S/C(=C/c3cn(C)c4ccccc34)C2=O)cc1 | -16% | -1% | 9% | -2% | 10% | 7% | -1% | -7%
CNC(=O)/C(=C/c1ccc2c(c1)OCO2)NC(=O)c1ccc(Br)cc1 | -3% | -9% | ? | 12% | -9% | -5% | 3% | -2%
C/C(=N/NC(=O)c1ccccc1)C(=O)O | ? | -14% | -29%[46 µM] | 37%[activator] | ? | ? | -16% | ·
CCOC(=O)c1cc(NC(=O)OC)c(C)nc1C | 4% | -2% | 10% | -18%[11.4 µM] | 4% | 0% | 3% | ?
O=C(Nc1ncccn1)C1CCCN1S(=O)(=O)c1ccc(Cl)c(Cl)c1 (stereo not given) | -2% | ? | -1% | 1% | 6% | 9% | -2% | 17%
C/C(=N\NC(=O)c1cccc(Cl)c1)C1C(=O)c2ccccc2C1=O | 8% | 1% | ? | -8% | -2% | 13µM* | -2% | -93%
COc1cc2sc(C)nc2c2sccc12 | ? | -6% | 4% | 3% | 0% | 0% | -7% | -3%
CC(C)(C)OC(=O)N[C@@H](Cc1ccccc1)C(=O)N1CCC(C(=O)O)CC1 | 0% | -4% | 1%[0.0737 µM] | 5% | 8% | 2% | 4% | 4%
O=C(Nc1ccc2nc(-c3ccco3)[nH]c2c1)c1cccs1 | ? | 6% | -7% | -11% | -2% | 7.1µM* | ? | 11µM*
COc1ccc(N2C(=O)NC3CC2(C)Oc2ccc(Br)cc23)cc1OC (stereo not given) | -8% | -6% | -12% | -5% | -1% | -3% | 2% | 23%
CS(=O)(=O)n1nc(-c2ccc(Cl)cc2)nc1N | -13% | -1% | -8%[46 µM] | 4% | ? | 3% | -1% | ·
c1ccc(Oc2nc(NCc3ccco3)nc(NCc3ccco3)n2)cc1 | 11% | -5% | ? | -14% | 0% | -30% | -6% | -17%
CCC(C)N(CC(=O)Nc1cccc(C)c1C)C(=O)CCl (stereo not given) | -9% | -1% | ? | 0% | -26% | -6% | -2% | -71%[inhibitor]
CCn1c(CNC(=O)c2ccco2)nnc1SCC(=O)Nc1cc(C(F)(F)F)ccc1Cl | 11% | -1% | -13% | 3% | -4% | -1% | 1% | -28%
CN1C(=O)C(O)(CC(=O)/C=C/c2ccco2)c2ccccc21 (stereo not given) | -12% | i | 13%[46 µM] | 3% | 4% | -7% | -4% | -6%
C=CCN1C(=O)C(Cc2ccc(OC)cc2)S/C1=N\N=C\c1cccs1 (stereo not given) | -2% | i | 20% | · | -6% | 3% | -5% | 6%
CCOc1ccc2c(c1)C(N(CCN1CCOCC1)C(=O)Nc1ccccc1)CC(C)(C)O2 (stereo not given) | -9% | i | · | · | -5% | 1% | 1% | 13%
Cc1ccccc1S(=O)(=O)Cc1ccc(C(=O)O)o1 | -2% | i | 6% | · | 8% | 0% | 0% | -9%
Cc1nn(-c2ccccc2)c(Cl)c1/C=C(\C#N)C(=O)NC(C)C | ? | -1% | ? | -2% | -5% | 14µM* | 0% | -76%[inhibitor]
O=C(N/N=C/c1ccccc1OCc1ccccc1)c1cccnc1 | 4% | -5% | ? | -14% | -7% | 4% | -2% | 14%
Cc1nc(NCc2ccc3c(c2)OCO3)c2nnn(Cc3ccccc3)c2n1 | 7% | i | 8% | -1% | 6% | 12% | -2% | 27%
COc1ccc(-n2c(COc3cccc4ccccc34)nnc2SCC(=O)NCc2ccco2)cc1 | ? | -6% | ? | · | -7% | -8% | -3% | 18%
O=C(CSc1nnnn1-c1ccccc1)Nc1ncc2c(n1)CC(c1ccco1)CC2=O (stereo not given) | ? | -2% | ? | -9% | 24% | 5µM* | 1% | -3%
CC1=[N+]([O-])C(C)(C)N(O)C1(C)C | -9% | -5% | · | -2% | ? | 16% | · | ·
CCOc1ccc(CNC(=O)c2ccc(Sc3ccc(C)cc3)c(NC(C)=O)c2)cc1 | 1% | -17% | ? | -8% | -18% | -19% | 4% | -59%[inhibitor]
Cc1ncn(C23CC4CC(CC(C4)C2)C3)n1 | 3% | 8% | -2% | -9% | 1% | 1% | 1% | -25%
O=C(Nc1cccc(Cl)c1)C1C2CCC3C(CCC21)C3(Cl)Cl (stereo not given) | -1% | -11% | ? | 22% | 1% | 2% | 5% | -37%[inhibitor]
CCOn1c(=O)c(=O)n(O)c2ccccc21 | -6% | -9% | ? | -3% | -26% | -6% | 0% | ·
CCCOc1ccc(-c2nc(OCC)c3ccccc3n2)cc1 | -18% | -12% | 0% | · | -3% | -1% | -3% | -7%
O=C1COc2ccc(C(=O)COC(=O)CCc3ccc(S(=O)(=O)N4CCOCC4)cc3)cc2N1 | 1% | -4% | 0% | 2% | -7% | ? | 0% | -8%
CC(=O)c1cccc(NC(=O)NC2CCCc3ccccc32)c1 (stereo not given) | -2% | -2% | ? | 1% | 1% | ? | 0% | ·
COCCn1c(-c2ccccc2)cnc1N | -11% | 1% | ? | -14% | 7% | 17% | -1% | -19%
Cc1cc(C)c(-c2cc(C)nc3ncnn23)c(C)c1 | 5% | 4% | · | 11% | ? | 2% | 3% | 15%
O=C(NCCCn1ccnc1)C1CC2CCC1C2 (stereo not given) | -5% | -12% | 7% | · | 2% | 4% | -1% | 0%
Cc1ccc(-c2nn(-c3ccccc3)cc2CN(C)C(=O)CCC(=O)O)cc1C | -1% | i | 5%[46 µM] | -1% | ? | -13% | -1% | 5%
